# EphA4 KYL inhibition – inhibitors of EphA4 binding to KYL peptide, primary screen, biochemical, colorimetric, mouse EphA4 (AID 689). 62,000 compounds, 0.1% hits. EphA4-AP binding to KYL peptide, pNPP A405; higher % means a stronger effect. inhibition, % at 10 µM; hits with a dose series show IC50 in µM; in the data active means a potency from the dose series; inactive means the rest, 99 in 100 with inhibition below about 22%
# * marks the source's active call; other numbers are inactive results; & = joins results of further samples. This is a subset; the hit share may differ from the screen's.
SMILES,EphA4 KYL inhibition
CCC1CCCCN1P(=O)(c1ccc(C)o1)C(C)(C)C (stereo not given),9%
Cc1nnc2ccc(N3CCN(C)CC3)nn12,-8%
CCC1(c2ccccc2)C(=O)N(COC)C(=O)N(COC)C1=O,-8%
CCC(=NCCCN(CC)CC)c1c(O)n(-c2ccccc2)c(=O)[nH]c1=O,-7%
CN(C)P1(N(C)C)=Nc2c(c(N)nn2C)C(c2ccccc2)=N1,2%
CCOC(C(=O)OCCCN(CC)CC)(c1ccccc1)c1ccccc1,-6%
COC(=O)c1cc2c(s1)=NC=NP=2(N1CCOCC1)N1CCOCC1,-18%
CCn1cc(C=C2C(=O)NC(=O)NC2=O)c2ccccc21,7%
Cc1cc2c(C(F)(F)F)cc(=O)oc2c2c1NCCC2,0%
C=CCn1c(O)c(C(CC)=NC2CC2)c(=O)[nH]c1=O,-18%
CC(C)Oc1ccc(Cc2c(O)[nH]c(=O)[nH]c2=O)cc1,-24%
COC(=O)c1ccc(COc2cc(C)cc3oc(=O)c4c(c23)CCCC4)o1,-6%
O=C1CC(c2ccccc2)CC(O)=C1C=NCCN1CCN(C(=O)Cc2ccccc2)CC1 (stereo not given),-7%
COc1cc(/C=N/NP(=S)(c2ccccc2)c2ccccc2)ccc1O,-12%
CN1CCC(N2CC3CC(C2)c2cccc(=O)n2C3)CC1 (stereo not given),2%
CCCN(CC#CCOc1ccc(OC)cc1)CCC,5%
CS(=O)(=O)N1CCCC(C(=O)N2CCC3(CC2)OCCO3)C1 (stereo not given),-13%
O=C(Nc1ccc(Cl)cc1C(=O)c1ccccc1Cl)c1ccco1,-25%
C=CCC1(CN2CCCC2=O)C(=O)NC(=O)NC1=O,-13%
CN1CCN(Cc2ccccc2C(F)(F)F)CC1,-39%
COc1ccc(C2SCC(=O)Nc3c2c(C)nn3C2CCOC(C)(C)C2)cc1OC (stereo not given),3%
COCCNC(=O)c1c(N)n(Cc2ccco2)c2nc3ccccc3nc12,3%
CCC(=NCc1ccc2c(c1)OCO2)c1c(O)n(C)c(=O)n(C)c1=O,-5%
CCN(CC)CCNc1ccc([N+](=O)[O-])c2cccnc12,-7%
CC1SC2(CN3CCC2CC3)NC1=O (stereo not given),-11%
O=C(CNS(=O)(=O)c1ccccc1)Nc1ccc(Br)cc1C(=O)c1ccccc1,-3%
CCN1CCC2(CC1)CC(C)c1cccc(C)c1N2 (stereo not given),-8%
COC(=O)C1C2c3ccccc3OC1(C)N=c1s/c(=C/c3cn(C)nc3C)c(=O)n12 (stereo not given),-5%
Cc1nc2cc(-c3cccc(F)c3)nn2c(C)c1CCC(=O)N1CCC2(CC1)OCCO2,-10%
CCCC1COC(Cn2cncn2)(c2ccc(Cl)cc2Cl)O1 (stereo not given),-9%
COC(=O)C1=C(N)OC(C)=C(C(C)=O)C12C(=O)N(C)c1ccccc12 (stereo not given),-7%
CCOC(=O)c1c(C)c(P(=S)(N2CCOCC2)N2CCOCC2)n(C)c1C,-5%
Cc1cc(OCc2ccc(Cl)cc2)c2c3c(c(=O)oc2c1)CCC3,4%
CN(C)CCOC(=O)c1cn(Cc2ccccc2)c2ccccc12,-12%
CCC(=O)Nc1cc(C(=O)N2CCC3(CC2)OCCO3)ccc1S(=O)(=O)c1ccc(C)cc1,1%
CCOC(=O)c1ccc(NC(=O)c2c(O)[nH]c(=O)[nH]c2=O)cc1,6%
O=C(CN1CCOCC1)NCC(=O)Nc1ccc(Br)cc1C(=O)c1ccccc1,-12%
Cn1cc(CCC(=O)N2CCC3(CC2)OCCO3)c2ccccc21,-10%
C=CCn1c(O)c(C(C)=NCCO)c(=O)[nH]c1=O,-11%
CCCCn1c(O)c(C(CC)=NC(C)c2ccccc2)c(=O)[nH]c1=O (stereo not given),-2%

# Quoted from the listing:
# CCC(=NCCCN(CC)CC)c1c(O)n(-c2ccccc2)c(=O)[nH]c1=O | EphA4 KYL inhibition: -7%
# CCN1CCC2(CC1)CC(C)c1cccc(C)c1N2 (stereo not given) | EphA4 KYL inhibition: -8%
# COC(=O)c1cc2c(s1)=NC=NP=2(N1CCOCC1)N1CCOCC1 | EphA4 KYL inhibition: -18%
# C=CCn1c(O)c(C(C)=NCCO)c(=O)[nH]c1=O | EphA4 KYL inhibition: -11%
# CCn1cc(C=C2C(=O)NC(=O)NC2=O)c2ccccc21 | EphA4 KYL inhibition: 7%
# Cc1cc2c(C(F)(F)F)cc(=O)oc2c2c1NCCC2 | EphA4 KYL inhibition: 0%

# The results go on.
SMILES,EphA4 KYL inhibition
CC(C)c1ccc(N2C(=O)NC(=O)/C(=C\c3cnc(-c4ccccc4)nc3)C2=O)cc1,19%
CCC(NC(=O)OC(C)(C)C)C(=O)Oc1cc(C)cc2oc(=O)c3c(c12)CCC3 (stereo not given),-12%
CCCCN1C(=O)/C(=C/c2ccc(N(C)C)cc2)C(=O)N(Cc2ccco2)C1=O,0%
O=C1NC(=O)C2(Cc3ccccc3N3CCCC32)C(=O)N1Cc1ccccc1 (stereo not given),-16%
CCN1CCN(Cc2cc(OC)c(OC)cc2[N+](=O)[O-])CC1,6%
CCOC(=O)CCN=Cc1c(O)n(-c2ccc(Br)cc2)c(=O)[nH]c1=O,-3%
CC1=CC(=C2C(=O)NC(=O)NC2=O)C=C(C(F)(F)F)N1C(C)C,-10%
Cc1ccc(-c2nc3ccccc3c(=O)n2-c2cccc(C)n2)cc1,-13%
O=C(C1CC(=O)N(c2ccc(F)c(Cl)c2)C1)N1CCC2(CC1)OCCO2 (stereo not given),-18%
CCC(=O)N1CC(=O)Nc2ccc(F)cc2C1c1ccccc1 (stereo not given),-16%
Clc1ccccc1Nc1ncnc(-n2cccc2)n1,-3%
CCC(=O)Nc1ccc(Cl)c(Cl)c1,-3%
CC(Cc1ccccc1Sc1ccccc1O)N(C)C (stereo not given),-15%
CC(C)C1(C)N=C(c2ncccc2C(=O)O)NC1=O (stereo not given),-3%
O=C1Nc2ccccc2/C1=C/c1cnc[nH]1,-11%
CCOC(=O)C1(c2ccccc2)CCN(Cc2cccc(C(=O)O)c2)CC1,14%
Cc1ccc(N2C(=O)CC(=O)N(C)C2=S)cc1,-11%
COC(=O)C(O)(c1ccc(N(C)S(=O)(=O)c2ccccc2)cc1)C(F)(F)F (stereo not given),-11%
CCC(=Nc1ccc(OC)cc1OC)c1c(O)n(C)c(=O)n(C)c1=O,-3%
N=c1c[n+](CC23CC4CC(CC(C4)C2)C3)[n-]o1,-9%

# 7 records picked at random from the list so far, as already listed:
SMILES,EphA4 KYL inhibition
CCC(=O)Nc1ccc(Cl)c(Cl)c1,-3%
CCC(=Nc1ccc(OC)cc1OC)c1c(O)n(C)c(=O)n(C)c1=O,-3%
COC(=O)C(O)(c1ccc(N(C)S(=O)(=O)c2ccccc2)cc1)C(F)(F)F (stereo not given),-11%
Cc1ccc(N2C(=O)CC(=O)N(C)C2=S)cc1,-11%
O=C1Nc2ccccc2/C1=C/c1cnc[nH]1,-11%
CCOC(=O)C1(c2ccccc2)CCN(Cc2cccc(C(=O)O)c2)CC1,14%
Clc1ccccc1Nc1ncnc(-n2cccc2)n1,-3%

# Back to the main list with the three entries that preceded the break.
SMILES,EphA4 KYL inhibition
COC(=O)C(O)(c1ccc(N(C)S(=O)(=O)c2ccccc2)cc1)C(F)(F)F (stereo not given),-11%
CCC(=Nc1ccc(OC)cc1OC)c1c(O)n(C)c(=O)n(C)c1=O,-3%
N=c1c[n+](CC23CC4CC(CC(C4)C2)C3)[n-]o1,-9%
Cc1ccccc1CS(=O)(=O)Cc1ccc(C(=O)N2CCC3(CC2)OCCO3)o1,-9%
O=C(CCN1C(=O)COc2ccccc21)N1CCC2(CC1)OCCO2,-12%
O=C1NC(=S)NC(=O)C1=Cc1ccc(O)c(O)c1,-5%
CCc1ccccc1NC(=O)CSc1nnc([C@@H](N)Cc2c[nH]c3ccccc23)o1,-8%
COCCCN1Cc2ccccc2C1=N,-9%
O=C1NC(=S)N(c2ccc(Cl)cc2)C(=O)/C1=C/N1CCN(C(=O)c2ccco2)CC1,18%
O=C1C2CCCN2C(c2cccc(Cl)c2)N1c1ccccn1 (stereo not given),-12%
O=C(Cn1ncc2ccsc2c1=O)N1CCC2(CC1)OCCO2,-20%
Cc1cccc(N=Cc2c(O)n(-c3ccccc3C)c(=O)[nH]c2=O)c1,12%
COc1ccc(-c2nc(CSCC(=O)N3CCC4(CC3)OCCO4)c(C)o2)cc1OC,-4%
CCCCc1nc2ccccc2c(=O)n1-c1ccc(Cl)cc1[N+](=O)[O-],-2%
Cc1nc2ccccc2c(=O)n1-c1ccncc1,0%
Cc1cc(C=O)c(C)n1C1CCCCC1,-6%
CN1CCN(c2ccc([N+](=O)[O-])c3cccnc23)CC1,-9%
Cc1cccc(OC(=O)N2CCOCC2)c1,0%
Cc1ccc2c(c1)CC1(CN2C)C(=O)NC(=O)N(c2ccccc2C)C1=O (stereo not given),2%
CCCCCn1c(=O)c(C(=O)NCc2ccncc2)c(O)c2ccccc21,1%
COCCn1cc(C(=O)N2CCC3(CC2)OCCO3)c2c3ccccc3n(C)c2c1=O,-4%
O=C(CCN1CCCCC1)NCC(=O)Nc1ccc(Br)cc1C(=O)c1ccccc1,6%
Cc1ccc(OP(=O)(O)Oc2ccc(C)cc2)cc1,5%
CCCCn1c(O)c(C(C)=Nc2c(C)n(C)n(-c3ccccc3)c2=O)c(=O)[nH]c1=O,-3%
COc1ccc(Br)cc1CN1CCN(CCO)CC1,0%
COc1ccc(CN2C(=O)CC(=O)NC2=O)cc1,-6%
Cc1cc([P+](=O)O)c(C)n1-c1ccc(Br)cc1,1%
O=c1c2ccccc2nc(N2CCCC2)n1-c1ccc(Cl)cc1,3%
O=C1/C(=C/c2cc([N+](=O)[O-])ccc2Cl)N2CCC1CC2,-10%
Cc1ccc(NC(=O)CSc2nnc([C@@H](N)Cc3c[nH]c4ccccc34)o2)c(C)c1,-2%
CCC(=NCCC1=CCCCC1)c1c(O)[nH]c(=O)[nH]c1=O,-12%
O=C(Nc1ccc(Cl)cc1C(=O)c1ccccc1)c1ccccc1,0%
Nc1ccc(Br)cc1C(=O)c1ccccc1F,-9%
O=C(Nc1ccc(Br)cc1)c1nn(C23CC4CC(CC(C4)C2)C3)cc1Br,-2%
COC(=O)c1ccccc1OP1(=O)COc2ccccc2OC1,3%
CCOC(=O)C1C(=O)NC23CCCC2C1c1ccccc1O3 (stereo not given),-11%
CCOC(=O)c1c(NC(=O)c2c(N)n(CCCOC)c3nc4ccccc4nc23)sc2c1CCCC2,2%
Cc1ccsc1-c1nc(CSCC(=O)N2CCC3(CC2)OCCO3)c(C)o1,0%
CC(N)Cc1ccccc1Sc1ccc(O)cc1 (stereo not given),-15%
COc1ccc(CCNC(=O)c2c(N)n(CCN3CCOCC3)c3nc4ccccc4nc23)cc1OC,13%
CCOC(=O)/C(CCCN(CC)CC)=N\O,19%
CCCCc1nc2ccccc2c(=O)n1-c1ccccc1[N+](=O)[O-],-3%
Cc1ccc(CCN2CC(C(=O)N3CCC4(CC3)OCCO4)CC2=O)cc1 (stereo not given),-11%
O=C1NC(=O)C2(Cc3c(nc4ccccn4c3=O)N3CCCCCC32)C(=O)N1Cc1ccccc1 (stereo not given),-2%
CCOP(=O)(OCC)C(NC(=O)c1ccc(Cl)cc1)=C(Cl)Cl,-6%
CCOc1ccc(-n2c(O)c(C=Nc3ccc(N4CCOCC4)cc3)c(=O)[nH]c2=O)cc1,-7%
NS(=O)(=O)c1ccc(N=Cc2c(O)n(C3CCCCC3)c(=O)n(C3CCCCC3)c2=O)cc1,-5%
COc1cccc(NC(=O)CN2CC(c3ccccc3)CC2=O)c1 (stereo not given),-10%
CC(=NCC1CCCO1)c1c(O)n(-c2ccccc2)c(=O)[nH]c1=O (stereo not given),-26%
CC(=Nc1ccc2c(c1)CCC2)c1c(O)n(C2CCCCC2)c(=O)[nH]c1=O,-16%
N#CC1=C(N)Oc2c(c(=O)oc3ccccc23)C1c1ccncc1 (stereo not given),-8%
CN1CCN(Cc2cc(C(C)(C)C)c(O)c(C(C)(C)C)c2)CC1,-11%
Cc1cc(OCC(=O)OC(C)(C)C)c2c3c(c(=O)oc2c1)CCC3,3%&1%
# Later entries
SMILES,EphA4 KYL inhibition
COC(=O)C(O)(c1cn(C)c2ccccc12)C(F)(F)F (stereo not given),-2%
Cn1c(O)c(/C=N/c2ccccn2)c(=O)n(C)c1=O,0%
OC1(c2cccnc2)CC2CCC(C1)N2Cc1nnnn1Cc1ccccc1 (stereo not given),-3%
O=C(COc1ccc(Br)cc1)N1CCN(Cc2ccncc2)CC1,-9%
O=c1cc(C2CCNCC2)[nH][nH]1,-1%
O=C(CN1CCCC1=O)NCc1ccccc1,-8%
CC(O)(CS(=O)(=O)c1cccc(C(F)(F)F)c1)C(=O)Nc1ccc(C(F)(F)F)cc1 (stereo not given),-32%
COCCCn1c(N)c(C(=O)NCCC(C)C)c2nc3ccccc3nc21,6%
Cc1cc(OCc2nn[nH]n2)c2c3c(c(=O)oc2c1)CCC3,-9%
CCCCn1c(N)c(C(=O)NCc2cccs2)c2nc3ccccc3nc21,0%
Cc1cccc(CN2CCN(CC(=O)N3CCC4(CC3)OCCO4)C2=O)c1,-20%
CC1(C)COC(Nc2ccc(Cl)cc2)=N1,3%
